Mito fusion yeast – mitochondrial division inhibition or fusion activation | S. cerevisiae fusion-defective mutant growth rescue, CellTiterGlo 48 h | Potency, µM (series often up to 46.1 µM), without a hit: top-dose growth rescue (activation), most hits filed as activators | hit rate 0.23% among 320,000 | AID 485298;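 also: potency is read from the fitted curve at half-maximal effect; % of control where 0% means no effect; nearly all actives have a fitted effect of over 45% in size; temperature-sensitive fusion mutants such as fzo1-1 at 37 °C on non-fermentable ethanol glycerol medium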
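Luminescent cell viability in 1536-well qHTS format served as the measure of rescued growth in ts fusion-mutant S. cerevisiae cultured on non-fermentable YPEG for 48 hours at 37C.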
AT treatment – candidate therapy for ataxia-telangiectasia; hit rate 0.19% among 320,000; Potency, µM (series often up to 57.5 µM), inactives show at the highest dose activation, most hits filed as activators; […] A-T fibroblasts, KAP-1 phosphorylation AlphaLISA; neocarzinostatin DNA damage 30 min before lysis; AID 485349; also: potency is read from the fitted curve at half-maximal effect; % of control where 0% means no effect; nearly all actives have a fitted effect of over 45% in size
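hTERT-immortalized A-T patient fibroblasts ([…]), 500 cells/well in OPTI-MEM, 1% FBS, got compounds for 60 min, then NCS for 30 min at 37C. Lysates were then assayed for phospho-KAP-1 by AlphaLISA (anti-pKAP1 donor, anti-KAP1 acceptor beads), 6 hr at 25C.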
TCR act – activators of T cell receptors; Potency, µM (titrated, usually from 9.22 µM), inactives show at the top dose activation of IL-2 secretion, hits mostly activators; AID 504894; primary human leukocytes, anti-CD3, IL-2 HTRF, 48 h; 330,000 tested, under 10 active; also: % of control where 0% means no effect
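48 hr co-incubation of compounds, a-CD3 beads and primary human leukocytes; IL-2 quantified homogeneously by HTRF with anti-IL-2 K and d2 conjugates.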
S-ASM inh – inhibitors of human secretory acid sphingomyelinase. hit rate 0.006% among 340,000. placental ASM, HMU-PC fluorogenic substrate, 60 min. AID 504937. Potency, µM (doses to about 57.5 µM), inactives show at the highest dose activity change, negative = inhibition, actives largely listed as inhibitors. P17405; also: potency is read from the fitted curve at half-maximal effect
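Human placenta-derived ASM enzyme was preincubated with compound for 10 minutes at room temperature, then given fluorogenic substrate HMU-PC0 (9 uM final) for 60 minutes at 37 °C; a pH 10 stop preceded fluorescence reading at Ex 386/Em 447 nm.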
TSHR antagonist – human thyrotropin receptor antagonism; hit rate 0.2% among 330,000; TSHR-expressing cells, TSH-stimulated cAMP HTRF, 2 h; hits give low values; P16473; activity change, negative = inhibition, % at 11.5 µM; AID 504810;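 active = activity change below a set negative limit, meaning inhibition stronger than a set level, cut at about -70% in these data; inconclusive = activity change between two set negative limits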; also: % is scaled to controls: 0 for no effect and ±100 for the full control effect
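Antagonism was scored as loss of TSH-driven cAMP in TSHR cells, stimulated with 4nM TSH (EC80) for 2 hours at 37 deg C and detected by homogeneous HTRF competition immunoassay.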
TSG101-PTAP inh – blocks PTAP/TSG101 interaction to inhibit HIV-1 budding | Fluorescence polarization, FITC-PTAP peptide / Tsg101 binding | Potency, µM (highest dose often 115 µM), for the others: at the highest dose activity change, negative = inhibition, usual class: inhibitors | 340,000 tested, under 10 active; active = well fitted inhibition curve with a large enough effect in the main read-out, with a control signal flat, not every such curve was filed as active; inconclusive = small, poorly fitted or top-dose-only effect, or effect the other way, or a change in a side signal; inactive = no such curve, though single readings can be large or run the other way; also: potency is read from the fitted curve at half-maximal effect; % of control where 0% means no effect
Target sequence (Q99816 whole entry, looked up): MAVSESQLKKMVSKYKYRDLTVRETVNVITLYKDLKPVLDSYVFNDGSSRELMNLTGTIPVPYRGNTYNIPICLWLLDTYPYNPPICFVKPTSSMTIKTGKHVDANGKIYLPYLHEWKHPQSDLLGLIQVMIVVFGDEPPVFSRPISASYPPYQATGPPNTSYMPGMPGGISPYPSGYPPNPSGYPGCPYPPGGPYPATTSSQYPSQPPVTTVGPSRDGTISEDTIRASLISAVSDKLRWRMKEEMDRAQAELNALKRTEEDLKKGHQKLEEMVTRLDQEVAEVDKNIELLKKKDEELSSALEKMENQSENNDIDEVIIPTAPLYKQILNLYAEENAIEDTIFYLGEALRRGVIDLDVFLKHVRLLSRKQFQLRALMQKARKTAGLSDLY
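Fluorescence anisotropy tracks displacement of a FITC-tagged PTAP peptide (50 nM) from the Tsg101 binding domain (10 uM), following a 20 min room-temperature incubation at pH 7.5.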
Menin-MLL TR inh – inhibitors of human menin-MLL interaction, mutant MLL peptide. O00255. hit rate 0.23% among 270,000. Potency, µM (highest dose often 61.6 µM), for the others: top-dose FP activity change, negative = inhibition, most hits filed as inhibitors. Menin + Texas Red MLL mutant peptide, fluorescence polarization; active = well fitted inhibition curve with a large enough effect in the polarisation, with a control signal flat, not every such curve was filed as active; inconclusive = small, poorly fitted or top-dose-only effect, or effect the other way, or a change in a side signal; inactive = no such curve, though single readings can be large or run the other way; the % refers to the polarisation; also: potency is read from the fitted curve at half-maximal effect; % of control where 0% means no effect; many of its hits are not listed in these tables
Target sequence (O00255 whole entry, looked up): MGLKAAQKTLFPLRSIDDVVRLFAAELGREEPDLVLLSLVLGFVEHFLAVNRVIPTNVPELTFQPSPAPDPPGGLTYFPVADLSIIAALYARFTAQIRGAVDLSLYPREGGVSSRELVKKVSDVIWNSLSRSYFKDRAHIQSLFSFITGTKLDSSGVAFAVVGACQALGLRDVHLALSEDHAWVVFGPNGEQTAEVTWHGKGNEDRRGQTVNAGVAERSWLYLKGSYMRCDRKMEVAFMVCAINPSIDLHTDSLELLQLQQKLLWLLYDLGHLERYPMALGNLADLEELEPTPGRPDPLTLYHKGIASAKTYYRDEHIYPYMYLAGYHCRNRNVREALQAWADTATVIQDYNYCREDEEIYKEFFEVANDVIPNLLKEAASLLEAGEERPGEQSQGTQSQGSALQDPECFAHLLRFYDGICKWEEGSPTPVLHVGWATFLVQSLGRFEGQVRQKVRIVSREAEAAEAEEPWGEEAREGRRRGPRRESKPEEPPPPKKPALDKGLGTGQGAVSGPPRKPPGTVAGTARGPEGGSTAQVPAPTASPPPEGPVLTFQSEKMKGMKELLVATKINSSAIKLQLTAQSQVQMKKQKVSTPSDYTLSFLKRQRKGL
MLL CXXC-DNA inh – blocks binding of human MLL CXXC domain to DNA | AID 2662 | Potency, µM (top dose mostly 115 µM), for the others: at the highest dose activity change, negative = inhibition, hits mostly inhibitors | hit rate 0.037% among 290,000 | MLL-CXXC / FITC-HOXA9 DNA fluorescence polarization; active = well fitted inhibition curve with a large enough effect in the polarisation, with a control signal flat, not every such curve was filed as active; inconclusive = small, poorly fitted or top-dose-only effect, or effect the other way, or a change in a side signal; inactive = no such curve, though single readings can be large or run the other way; the % refers to the polarisation; also: potency is read from the fitted curve at half-maximal effect
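Fluorescence polarization: 7 uM MLL-CXXC (stock) preincubated 5 min with compounds, then 50 nM fluorescein-HOX-A9 DNA (stock) added; 30 min ambient. Buffer 50 mM Tris-HCl pH 7.5, 50 mM NaCl, 1 mM DTT, 0.05% BSA.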
a7 integrin act – integrin-mediated muscular dystrophy alleviation activation | alpha7betagal myoblasts, beta-gal FDG fluorescence, 48 h | Potency, µM (doses to about 38.3 µM), inactives show at the top dose activation, hits mostly activators | hit rate 0.064% among 350,000;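 also: potency is read from the fitted curve at half-maximal effect; 100% = response of the positive control SU9516; nearly all actives have a fitted effect of over 60% in size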
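Alpha7betagal+/- myoblasts (passage 13) were plated 16-24 hr, then exposed to compounds (1:260 dilution of DMSO stock) for 48 hours at 37C. After MPER lysis, β-galactosidase reporter activity was read as FDG fluorescence (ex 480/em 540) after 30 minutes.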
MBNL1-CUG inh – MBNL1-poly(CUG) RNA binding inhibition | Q9NR56 | TR-FRET MBNL1-His/biotin-(CUG)12 binding, 665/545 ratio | Potency, µM (series often up to 57.5 µM), without a hit: at the highest dose activity change, negative = inhibition, usual class: inhibitors | hit rate 0.036% among 280,000; active = well fitted inhibition curve with a large enough effect in the signal ratio, with a control signal flat, not every such curve was filed as active; inconclusive = small, poorly fitted or top-dose-only effect, or effect the other way, or a change in a side signal; inactive = no such curve, though single readings can be large or run the other way; the % refers to the signal ratio; also: potency is read from the fitted curve at half-maximal effect; % is scaled to controls: 0 for no effect and ±100 for the full control effect
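Compounds (final 92 nM to 58 uM) are added to His-tagged MBNL1 and biotin-(CUG)12, then terbium anti-His antibody and streptavidin-XL665 (5 nM final). After 60 min at room temperature, the 665/545 nm ratio is read.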
Starred values were filed as active, the others as inactive; i = inactive; ? = inconclusive; · = not tested or not shown; & = joins results of further samples; [ ] = dose if it differs, or a comment. Unless noted, calls follow the shape of the dose curve; as a rule, active = well fitted curve in the direction sought with a large enough effect; inconclusive = small, poorly fitted or top-dose-only effect, or another doubt; inactive = no such curve, though single readings can be large; an effect the other way counts as inactive or inconclusive.

SMILES | Mito fusion yeast | AT treatment | TCR act | S-ASM inh | TSHR antagonist | TSG101-PTAP inh | Menin-MLL TR inh | MLL CXXC-DNA inh | a7 integrin act | MBNL1-CUG inh
COc1ccc(C(=O)N/N=C/c2ccc(N(C)c3ccccc3)cc2)cc1 | · | · | -4% | 424%[activator] | · | -1% | · | · | 2% | ·
c1ccc2c(c1)ccc1nnc(SCc3ccc4c(c3)OCO4)n12 | 5% | 7% | 1% | -11% | 10 | -7% | -12% | 6% | 21% | 13%
O=C(Nc1ccc(F)cc1)Nc1sccc1-c1nc2ccccc2s1 | -3% | 39% | -4% | 10% | -3 | -1% | · | 13% | 13% | 60%[activator]
Cc1ccc2nsnc2c1S(=O)(=O)Nc1ccccc1C(=O)O | 2% | -6% | 14% | -1% | 1 | -4% | 50%[activator] | 42%[activator] | 10% | ?
CCOC(=O)c1ncn2c1[C@@H]1CCNC1C(=O)c1cc(OC)ccc1-2 (stereo partly drawn) | 2% | -11% | 57% | -2% | -3 | -3% | · | · | · | ·
Cc1ccc(OCC(=O)N/N=C/c2ccco2)cc1 | -8% | -1% | 4% | 0% | 6 | -1% | 1% | -11% | -8% | ?
CCOC(=O)c1sc(NC(=O)CCN2CC(C)OC(C)C2)c(C(=O)OCC)c1C (stereo not drawn) | -2% | · | · | · | -4 | · | -1% | -7% | · | 166%[activator]
Cc1ccc2[nH]c(=O)c(CN(CC3CCCO3)C(=O)c3cccs3)cc2c1 (stereo not drawn) | 3% | -2% | -4% | -2% | -8 | -4% | -8% | 7% | 3% | 1%
COc1cc2c(cc1NC(=O)c1ccccc1F)CCCC2 | 27% | 14% | -1%[46.1 µM] | 5% | -6 | -1% | ? | -3% | 16% | 3%
CC1=C(C(=O)OCC2CCCO2)C(c2cccc(C(F)(F)F)c2)C2=C(CC(c3ccco3)CC2=O)N1 (stereo not drawn) | 6% | 3% | -9% | i | -9 | -5% | 15% | -2% | -40% | 5%
O=C(COC(=O)c1ccc[nH]c1=O)Nc1ccc2c(c1)OC(F)(F)O2 | 3% | 2% | 5% | -1% | 4 | 0% | · | 3% | 6% | -2%
Cc1ccc(S(=O)(=O)N(CC(=O)NCc2ccccc2Cl)C(=O)N2CCN(C)CC2)cc1 | 2% | 5% | -4% | · | 0 | -3% | · | · | 31% | ·
OCC[C@@H]1C[C@@H](O)[C@H](O)[C@]2(CCc3ccccc3O2)O1 | 0% | 8% | -1% | -1% | -2 | -2% | 0% | -4% | 6% | 5%
O=S1(=O)N=C(N/N=C/c2ccco2)c2ccccc21 | -3% | 1% | -3% | -4% | -2 | -5% | -14% | -1% | 8% | 3%
O=[N+]([O-])c1ccc(/C=N/Nc2nc(N3CCOCC3)nc(N3CCOCC3)n2)cc1 | -1% | 1% | · | · | -5 | · | 15% | 13% | · | 5%
O=C(Nc1ccncc1)c1cn(-c2ccccc2)nc1-c1cccs1 | 2% | · | -3% | -6% | -75* | -3% | ? | 10% | -11% | 61%[activator]
CCn1c(SCC(=O)c2ccccc2)nc2c(c1=O)SC(C)C2 (stereo not drawn) | 20% | -3% | -1% | -2% | 12 | -8% | ? | 4% | -27% | -1%
O=C(CCn1cncn1)N1CCCC(N2CCN(c3cccc(C(F)(F)F)c3)CC2)C1 (stereo not drawn) | -4% | -5% | 3% | 3% | 12 | -1% | -12% | ? | ? | -8%
O=C(CCCc1c[nH]c2ccccc12)NCc1ccccc1F | 4% | -3% | 1% | -1% | -2 | -10% | -12% | 0% | ? | -3%
CN(c1ccccc1)S(=O)(=O)c1cccc(NC(=O)c2cc3ccccc3oc2=O)c1 | 0% | 27% | -1% | -1% | 21 | 0% | · | ? | -26% | 12%
CC(CN1CCCC1)OC(=O)Cc1ccc(Cl)cc1 (stereo not drawn) | 2% | 14% | · | 7% | -9 | 0% | -2% | 1% | 6% | -4%
C[C@@H]1NC(=O)[C@H](CCCN=C(N)N)NC(=O)c2cc([N+](=O)[O-])cc(I)c2OCC[C@@H](C(N)=O)NC1=O | -3% | -12% | · | · | -1 | · | 1% | 3% | · | ?
COc1cc2c(cc1OC)C(C)N(C(=O)c1sccc1C)CC2 (stereo not drawn) | 1% | -2% | 11% | 2% | -10 | -3% | · | 41%[activator] | -35% | 0%
CCn1c(=O)c(=O)[nH]c2c(=O)oc3ccc(S(=O)(=O)Nc4ccc(OC)cc4)cc3c21 | 0% | -7% | -3% | -2% | 8 | -1% | 14% | -4% | 12% | ?
CCCc1nc2ccccc2c(C(=O)O)c1CC | 1% | -8% | -1% | 0% | 1 | -2% | -21% | -2% | -16% | -1%
The list continues.
SMILES | Mito fusion yeast | AT treatment | TCR act | S-ASM inh | TSHR antagonist | TSG101-PTAP inh | Menin-MLL TR inh | MLL CXXC-DNA inh | a7 integrin act | MBNL1-CUG inh
Cc1ccc(N2CC(NC(=O)C(=O)c3c[nH]c4ccccc34)CC2=O)cc1C (stereo not drawn) | -3% | -3% | -11% | 0% | -6 | 0% | · | · | -10% | ·
COc1ccc(NS(=O)(=O)c2cc(NC(=O)c3ccc(C)o3)ccc2N2CCCCC2)cc1 | 21% | -1% | 5% | -3% | -11 | -6% | 18% | ? | 8% | ·
NC(N)=N/N=C/c1cc([N+](=O)[O-])ccc1O | 1% | -9% | 1%[46.1 µM] | -4% | -7 | -2% | 2% | -1% | 10% | ?
Cc1nc2ccccc2c(=O)n1N(c1ccccc1)c1ccccc1 | 0% | 11% | -5% | -4% | -11 | -5% | -11% | -16% | -31% | -1%
CCOC(=O)Cc1ccc(NC(=O)c2ccc(C(C)(C)C)cc2)cc1 | 12% | 2% | 0% | -12% | -27 | 1% | -1% | -3% | -10% | -2%
Oc1ccc2ccccc2c1N=Nc1ccc(F)cc1 | -11%&-1% | -14%&-12% | -14% | -15% | -3&-3 | 1% | · | 0%&3% | 3% | 2%&-7%
CC(C)OC(=O)/C(=C\c1ccc2c(c1)c1ccccc1n2C)NC(=O)c1ccccc1 | ? | -5% | 1% | 19% | -5 | -1% | · | 34%[activator] | -6% | -2%
Cc1ccnc(Nc2nc(-c3ccc(O)c(O)c3)cs2)c1 | ? | -6% | -6% | -7% | -23 | -2% | ? | -6% | 12% | -3%
CC(C)(C)NC(=O)NC(=O)COC(=O)Cn1cnc2ccccc2c1=O | 1% | -1% | 4% | 2% | 10 | 0% | -16% | 2% | 15% | -6%
CCOC(=O)C1=CN(Cc2ccco2)S(=O)(=O)N(CC)C1c1ccc(F)c(Cl)c1 (stereo not drawn) | · | -2% | -7%[46.1 µM] | -2% | -7 | 0% | · | · | 2% | ·
O=C(NC1CC1)c1cc2cc3ccccc3nc2s1 | 1% | 3% | 2% | 0% | -5 | -6% | -12% | ? | 10% | ?

Six of the compounds above, with two lines to a compound:
Every second line gives: Mito fusion yeast, AT treatment, TCR act, S-ASM inh, TSHR antagonist, TSG101-PTAP inh, Menin-MLL TR inh, MLL CXXC-DNA inh, a7 integrin act, MBNL1-CUG inh
- Cc1nc2ccccc2c(=O)n1N(c1ccccc1)c1ccccc1
    0%, 11%, -5%, -4%, -11, -5%, -11%, -16%, -31%, -1%
- CC(C)(C)NC(=O)NC(=O)COC(=O)Cn1cnc2ccccc2c1=O
    1%, -1%, 4%, 2%, 10, 0%, -16%, 2%, 15%, -6%
- NC(N)=N/N=C/c1cc([N+](=O)[O-])ccc1O
    1%, -9%, 1%[46.1 µM], -4%, -7, -2%, 2%, -1%, 10%, ?
- COc1ccc(NS(=O)(=O)c2cc(NC(=O)c3ccc(C)o3)ccc2N2CCCCC2)cc1
    21%, -1%, 5%, -3%, -11, -6%, 18%, ?, 8%, ·
- CC(C)OC(=O)/C(=C\c1ccc2c(c1)c1ccccc1n2C)NC(=O)c1ccccc1
    ?, -5%, 1%, 19%, -5, -1%, ·, 34%[activator], -6%, -2%
- O=C(NC1CC1)c1cc2cc3ccccc3nc2s1
    1%, 3%, 2%, 0%, -5, -6%, -12%, ?, 10%, ?

Not all compounds are listed (hit frequency here may not be typical).
